PI4K2A block – blocks human PI4K2A kinase activity | 420,000 compounds, 0.13% hits | activity change, negative = inhibition, % at 76.9 µM | Q9BTU6 | purified PI4K2A, ADP-Glo luminescence, 1 h; stronger effect = lower value; in the data active = activity change below about -50%; inconclusive = mostly about -30% to -49%;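 also: -100% = wells without enzyme as full effect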
Target sequence (Q9BTU6 whole entry, looked up): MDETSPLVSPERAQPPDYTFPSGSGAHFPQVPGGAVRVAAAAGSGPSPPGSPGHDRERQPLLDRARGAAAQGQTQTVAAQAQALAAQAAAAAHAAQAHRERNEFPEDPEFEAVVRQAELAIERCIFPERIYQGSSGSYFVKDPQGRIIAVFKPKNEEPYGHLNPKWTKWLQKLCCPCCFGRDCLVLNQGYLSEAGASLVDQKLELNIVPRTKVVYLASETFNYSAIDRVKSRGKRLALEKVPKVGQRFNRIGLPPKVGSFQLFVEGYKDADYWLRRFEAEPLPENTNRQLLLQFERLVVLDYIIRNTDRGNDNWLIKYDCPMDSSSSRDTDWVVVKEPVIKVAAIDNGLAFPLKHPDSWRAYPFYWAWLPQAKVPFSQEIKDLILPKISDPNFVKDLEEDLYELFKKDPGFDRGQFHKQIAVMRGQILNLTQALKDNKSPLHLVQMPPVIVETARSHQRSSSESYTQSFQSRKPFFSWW
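In this quantitative HTS, ADP production by PI4K2A was quantified luminescently after 1 h at ambient temperature; 100 microM adenosine served as plate-quality control.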
TrxR1 inh – inhibitors of rat thioredoxin reductase 1; O89049; recombinant rTrxR1, NADPH fluorescence consumption, selenite substrate; Potency, µM (highest dose often 114 µM), inactives show at the top dose activity change, negative = inhibition, most hits filed as inhibitors; 390,000 compounds, 1% hits; AID 588453; also: potency is read from the fitted curve at half-maximal effect; % is scaled to controls: 0 for no effect and ±100 for the full control effect; nearly all actives have a fitted effect of over 65% in size
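Rat TrxR1 (90 nM in the dispensed reagent) was pre-reduced with 400 uM NADPH for 5 min at room temperature, then incubated with compound for 15 min. After 400 uM selenite was added, NADPH fluorescence (Ex 340/Em 450 nm) was followed for 8 min.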
Tb PGK inh – inhibitors of T. brucei phosphoglycerate kinase; P07378; PGK/GAPDH coupled, Kinase-Glo luminescence, 60 min; Potency, µM (series often up to 57.5 µM), without a hit: at the highest dose activity change, negative = inhibition, hits mostly inhibitors; 380,000 compounds, 0.043% hits; AID 602233; also: potency is read from the fitted curve at half-maximal effect; % is scaled to controls: 0 for no effect and ±100 for the full control effect; nearly all actives have a fitted effect of over 60% in size
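Recombinant glycosomal PGK reaction used 1,3-bisphosphoglycerate generated in-well by GAPDH (100nM final) in 100mM TEA pH 7.6, 5mM MgCl2, 0.01% Tween-20. After 60 minutes at room temperature, ATP was read by Kinase-Glo Plus luminescence end-point.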
TrxR1 substrate – rat thioredoxin reductase 1 substrate activity | Potency, µM (series often up to 114 µM), for the others: at the top dose activity change, negative = substrate turnover | 390,000 compounds, 0.01% hits | purified TrxR1 substrate turnover, NADPH consumption readout | O89049 | AID 588456; also: potency is read from the fitted curve at half-maximal effect; % is scaled to controls: 0 for no effect and ±100 for the full control effect; nearly all actives have a fitted effect of over 50% in size
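Rat TrxR1, dispensed at 90 nM, was prereduced with 400 uM NADPH (final) for 5 min at ~22 deg C, then incubated with compound 15 min before 400 uM selenite. A first-read NADPH fluorescence drop versus no-compound background flagged substrates.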
GLS inh – blocks human kidney-isoform glutaminase activity | O94925 | GLS enzymatic activity, qHTS titration | Potency, µM (doses to about 45.5 µM), inactives show top-dose activity change, negative = inhibition, hits mostly inhibitors | 410,000 compounds, 0.21% hits; also: potency is read from the fitted curve at half-maximal effect; % is scaled to controls: 0 for no effect and ±100 for the full control effect
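Glutamate formation by hKGA was monitored fluorometrically using coupled glutamate oxidase, HRP and Amplex Red. Substrate was added as 1 mM L-glutamine solution; incubation was 30 min at RT after an initial read.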
USP1 inh – blocks the human USP1/UAF1 deubiquitinase complex; O94782; recombinant USP1/UAF1, Ub-Rhodamine cleavage fluorescence; Potency, µM (titrated, usually from 57.1 µM), without a hit: at the highest dose activity change, negative = inhibition, hits mostly inhibitors; 390,000 compounds, 0.23% hits; AID 743255; also: potency is read from the fitted curve at half-maximal effect; % is scaled to controls: 0 for no effect and ±100 for the full control effect; nearly all actives have a fitted effect of over 60% in size; inactives centre near -12
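In this screen, compounds sit with the deubiquitinase complex (1nM) for 15 min at room temperature before Ub-Rho is added at 150nM final. Fluorescence rise is then followed for 6 reads every 60 seconds.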
HP1b chromo inh – HP1-beta chromodomain-methylated histone interaction inhibition. 390,000 compounds, 0.56% hits. AlphaScreen HP1-beta / biotin-H3K9me3 peptide binding. AID 540317. Potency, µM (highest dose often 114 µM), inactives show top-dose activity change, negative = inhibition, actives largely listed as inhibitors. P83916; also: potency is read from the fitted curve at half-maximal effect; nearly all actives have a fitted effect of over 70% in size; inactives centre near 23
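AlphaScreen: HP1-beta (50 nM) preformed 30 min with biotin-H3(1-18)K9me3 peptide (50 nM) in PBS pH 7.4, 0.01% Tween-20. Compound added for 30 min at RT, then streptavidin donor/nickel chelate acceptor beads (10 ug/mL) for 30 min.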
Pin1 inh – blocks the human prolyl isomerase Pin1; Potency, µM (doses to about 115 µM), for inactives: at the top dose activity, negative = inhibition, most hits filed as inhibitors; 390,000 compounds, 0.009% hits; Q13526; Pin1 FP peptide displacement, HiFluor488, 10 min; active = well fitted inhibition curve with a large enough effect in the polarisation, with a control signal flat, not every such curve was filed as active; inconclusive = small, poorly fitted or top-dose-only effect, or effect the other way, or a change in a side signal; inactive = no such curve, though single readings can be large or run the other way; the % refers to the polarisation; also: potency is read from the fitted curve at half-maximal effect; % is scaled to controls: 0 for no effect and ±100 for the full control effect
Target sequence (Q13526 whole entry, looked up): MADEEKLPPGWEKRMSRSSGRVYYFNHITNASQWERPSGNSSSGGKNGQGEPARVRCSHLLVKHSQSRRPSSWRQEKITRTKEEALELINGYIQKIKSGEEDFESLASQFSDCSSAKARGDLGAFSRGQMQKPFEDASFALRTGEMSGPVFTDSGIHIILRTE
mIDH1 inhibitor – human IDH1 R132H inhibition; Potency, µM (top dose mostly 76.6 µM), inactives show at the highest dose activity change, negative = inhibition, most hits filed as inhibitors; 390,000 compounds, 0.093% hits; IDH1-R132H enzyme, NADPH consumption, diaphorase/resazurin fluorescence; also: potency is read from the fitted curve at half-maximal effect; % is scaled to controls: 0 for no effect and ±100 for the full control effect; nearly all actives have a fitted effect of over 65% in size
Target sequence (O75874 whole entry R132H, stated change not applied): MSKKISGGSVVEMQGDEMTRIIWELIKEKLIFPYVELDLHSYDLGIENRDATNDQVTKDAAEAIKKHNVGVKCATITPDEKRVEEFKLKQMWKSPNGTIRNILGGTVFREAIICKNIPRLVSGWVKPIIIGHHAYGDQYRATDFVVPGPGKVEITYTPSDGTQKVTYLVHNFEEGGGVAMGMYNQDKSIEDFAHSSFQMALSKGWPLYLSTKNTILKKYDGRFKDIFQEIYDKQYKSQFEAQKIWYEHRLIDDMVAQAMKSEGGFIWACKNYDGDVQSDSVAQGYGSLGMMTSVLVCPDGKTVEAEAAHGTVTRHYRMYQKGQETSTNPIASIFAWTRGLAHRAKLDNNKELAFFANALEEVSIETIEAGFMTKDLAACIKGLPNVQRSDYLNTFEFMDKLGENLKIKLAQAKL
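IDH1-R132H (0.5 ug/mL) preincubated 30 min with compound, then NADPH (0.016 mM) and alpha-KG (2 mM) added; 80 min at RT, pH 7.5. Remaining NADPH coupled via diaphorase/resazurin to fluorescence (540/590 nm); concentration-response curves normalized to no-enzyme control.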
* = called active by the depositor; i = inactive; ? = inconclusive; · = no result given; & = joins results of further samples; [ ] = remark or other dose. Unless noted, calls follow the shape of the dose curve; as a rule, active = well fitted curve in the direction sought with a large enough effect; inconclusive = small, poorly fitted or top-dose-only effect, or another doubt; inactive = no such curve, though single readings can be large; an effect the other way counts as inactive or inconclusive. This is a subset; count on the stated rates, not on these rows.

The opening 3 compounds (preview)
structure,mIDH1 inhibitor,USP1 inh,PI4K2A block,GLS inh,TrxR1 substrate,Tb PGK inh,HP1b chromo inh,Pin1 inh,TrxR1 inh
COCCCN1C(=O)c2ccc(C(=O)Nc3ccc(C)cc3C)cc2C1=O,-10%,1%,-2,-10%,-8%,-2%,22%,?,-5%
Cc1ccc(Cl)cc1NC(=O)CSc1ccc(C(=O)O)cn1,1%,-11%,1,2%,6%,-10%,54%[activator],0%,13%
CCN(CC)C(=O)c1[nH]cnc1C(=O)Nc1ccccc1,-1%,-8%,5,1%,3%,-4%,15%,-8%,2%[57.1 µM]

The list itself (from the top)
structure,mIDH1 inhibitor,USP1 inh,PI4K2A block,GLS inh,TrxR1 substrate,Tb PGK inh,HP1b chromo inh,Pin1 inh,TrxR1 inh
COCCCN1C(=O)c2ccc(C(=O)Nc3ccc(C)cc3C)cc2C1=O,-10%,1%,-2,-10%,-8%,-2%,22%,?,-5%
Cc1ccc(Cl)cc1NC(=O)CSc1ccc(C(=O)O)cn1,1%,-11%,1,2%,6%,-10%,54%[activator],0%,13%
CCN(CC)C(=O)c1[nH]cnc1C(=O)Nc1ccccc1,-1%,-8%,5,1%,3%,-4%,15%,-8%,2%[57.1 µM]
Fc1cccc(NCc2ccccc2-c2nnc(-c3ccccc3Cl)o2)c1,0%,?,2,-1%,1%,-7%,74%[activator],2%,10%
C=CCn1nnnc1SCC(=O)Nc1ccc(OC)cc1,-6%,-9%,-3,-5%,9%,7%,30%,-1%,29%
CC(C)CN(C(=O)CN1CCN(c2ccc(F)cc2)CC1)c1c(N)n(CC(C)C)c(=O)[nH]c1=O,1%,-18%,-5,21%,-13%,2%,27%,3%,-11%
CCOC(=O)N1CCC(NC(=O)Cn2ncc3ccccc32)CC1,1%,?,-5,2%,-2%,-3%,43%[activator],-2%,19%
CCOC(=O)C1CCN(CC(=O)c2c(C)[nH]c3ccccc23)CC1,6%,-11%,-13,1%,7%,9%,30%,1%,-23%
Cc1noc(-c2ccc(Cl)cc2)c1C(=O)O/N=C(\N)c1ccc(C(C)(C)C)cc1,-2%,?,-2,6%,0%[11.4 µM],4%,33%[activator],-1%,25%[2.29 µM]
CCOc1cc(C(=O)OCC(=O)Nc2cccc(C)c2)ccc1OCC(=O)N1CCOCC1,-4%,-1%,1,0%,-8%,1%,40%[activator],?,-3%
O=C(O)c1cccc(NC(=O)c2ccccc2NC(=O)c2cccc([N+](=O)[O-])c2)c1,1%,-2%,2,12%,0%,3%,45%[activator],0%,10%
COc1ccc(N(C)S(=O)(=O)c2cccc(C(=O)Nc3nnc(C)s3)c2)cc1,-1%,-1%,-3,2%,-5%,-5%,29%,0%,17%
CNCCCOc1ccc2c(c1)CCC2,2%,-40%,5,5%,1%[57.1 µM],-11%,-37%,-6%,-3%[57.1 µM]
Cc1ccsc1C(=O)N(Cc1nnc(-c2ccccc2Cl)o1)C1CC1,4%,-17%,-2,-1%,-3%,1%,37%,-9%,-9%
CCCCc1ccc(NS(=O)(=O)c2cccc(C(=O)N3CCNC(=O)C3)c2)cc1,0%,-8%,1,11%,-10%,7%,29%,-13%,-6%
N#C/C(=C\c1ccc[nH]1)C(=O)NCC1CCCO1 (stereo unspecified),2%,-1%,0,6%,-7%[57.1 µM],-9%,15%,-5%,-1%[57.1 µM]
Cc1[nH]oc(=O)c1N=Nc1ccc2[nH]c(=O)[nH]c2c1,3%,-2%,-8,23%,-22%,-1%,-35%,5%,-23%
Oc1ccc2ccccc2c1C=NCc1cn2ccsc2n1,12%,-7%,-12,32%[activator],-8%,·,-5%,-12%,10%
COc1ccc(Nc2ncnc3c2nc2n3CCCCC2)cc1,8%,-25%,-3,8%,-5%,1%,42%[activator],2%,1%
C/C(Cl)=C/CSc1nc2c(c(=O)[nH]c(=O)n2C)n1C(C)C,12%,-18%,5,-6%,-2%,-9%,22%,3%,-5%
CCN(CC(=O)Nc1ccc(NC(C)=O)cc1)C(=O)/C=C/c1cn(-c2ccccc2)nc1-c1ccc(F)cc1,3%,-19%,-1,0%,-7%,-4%,30%,-7%,-20%
COc1cccc(CNC(=O)[C@H](C)NC(=O)C2CCN(S(=O)(=O)c3ccccc3)CC2)c1,-5%,-20%,-2,40%[activator],-6%,0%,7%,6%,-6%
O=C(NC(=S)NC(CO)c1ccccc1)c1ccc(F)cc1 (stereo unspecified),5%,-9%,-8,2%,6%,-8%,42%[activator],12%,0%
CCOC(=O)c1ccc(NC(=O)c2csc3c2CCCCC3)cc1,3%,-26%,1,-14%,1%,-4%,24%,6%,5%
O=S(=O)(c1ccc(Br)c2nsnc12)N1CCOCC1,2%,-9%,1,-1%,-1%[11.4 µM],-4%,18%,1%,2%[11.4 µM]
CCCN(CC1CC1)C(=O)CSc1ncnc2sccc12,1%,-21%,-1,3%,6%,i,55%[activator],4%,21%
Cc1ccnc2nc(C(=O)OCCOc3ccc(F)cc3)nn12,0%,-13%,-3,-7%,5%[57.1 µM],i,8%,-1%,28%[57.1 µM]
Clc1cc(-c2ccccc2)nc(-c2ccccc2)n1,4%,-12%,2,-12%,-1%[57.1 µM],2%,381%[activator],13%,-1%[57.1 µM]
Cc1cc(C(=O)NNc2ccc(C)c(C)c2)no1,-9%,4%,2,14%,-5%,-3%,5%,14%,-9%
C/C(CC(=O)NC(C)(C)C)=N\NC(=O)c1ccco1,-2%,-18%,-1,9%,-7%,-4%,21%,-1%,-12%
CCc1ccc(C2c3c(-c4cc(C)ccc4O)n[nH]c3C(=O)N2CCO)cc1 (stereo unspecified),-22%,-6%,-2,11%,-1%,-5%,16%,7%,21%
CCN(Cc1ccccc1)C(=O)Cn1c(=O)n(-c2ccccc2)c(=O)c2c1c1cc(C)ccc1n2C,6%,?,3,-2%,79%[activator],0%,39%,2%,57%[activator]
N#CC1=C2CCCCC2(O)NC1=O (stereo unspecified),-4%,-26%,-1,0%,·,i,·,·,·
CCn1c(CSc2nc3ccccc3n2C)nc2ccccc21,10%,-3%,-2,16%,16%[57.1 µM],-3%,19%,2%,42%[57.1 µM]
CCOc1ccc(C2c3[nH]c4ccccc4c3CCN2CCCn2cccn2)cc1 (stereo unspecified),-12%,-16%,-1,5%,3%[57.1 µM],-4%,-32%,2%,3%[57.1 µM]
O=C(Nc1cccc2ccccc12)N1CCN(c2ccc(F)cc2)CC1,6%,8%,0,-1%,18%,1%,23%,-2%,8%
Cc1cc(C)c2nc(NNC(=O)c3cc(=O)c4ccccc4o3)sc2c1,21%,28µM*,-2,12%,-5%,0%,?,46%[activator],2%
O=S(=O)(c1cccc(-c2nc3n(n2)Cc2ccccc2-3)c1)N1CCCCC1,3%,0%,0,-1%,-10%,i,22%,-1%,-14%
COc1ccc(OC)c(CNC(=O)c2coc(=O)c3ccccc23)c1,1%,-21%,4,-2%,2%[57.1 µM],2%,26%,11%,18%[57.1 µM]
O=C(c1ccncc1)c1ccc(NS(=O)(=O)c2ccc(Br)s2)cc1,-3%,13%,2,-4%,1%,0%,8%,1%,0%
Cc1cc2cc(CN(Cc3ccc4c(c3)OCO4)Cc3nnnn3C3CCCC3)c(=O)[nH]c2cc1C,3%,-19%,1,1%,17%,·,17%,1%,34%
COC(=O)c1sc2ncn(-n3c(C)ccc3C)c(=O)c2c1C,1%,-17%,-1,-13%,-6%,-8%,28%,1%,1%
COc1ccc(OCCSc2ccc(S(=O)(=O)N3CCCC3)cn2)cc1,?,-26%,4,-1%,8%,-3%,77%[activator],8%,35%
CC(=O)OC(C)[C@H]1CC[C@H]2[C@@H]3CC[C@H]4C[C@@H](OC(C)=O)CC[C@]4(C)C3=CC[C@]12C (stereo partly specified),-6%,?,6,6%,1%,i,23%,2%,17%
O=C(CNc1cccc([N+](=O)[O-])c1)N/N=C/c1ccc([N+](=O)[O-])o1,1%,-21%,1,1%,1%,6%,30%,-8%,-26%
O=C(CN1CCN(S(=O)(=O)c2ccc(C(F)(F)F)cc2)CC1)N1CCNC1=O,3%,0%,2,3%,-5%,-3%,40%[activator],0%,14%
Cc1cnc(C(=O)Nc2cc(F)ccc2C)cn1,-1%,-1%,-1,8%,-2%,2%,46%[activator],6%,8%
CC12CCC3c4ccc(O)cc4CCC3C1CCC2=O (stereo unspecified),18%,-18%,4,4%&-10%,5%,-7%,21%,1%,11%
O=C(O)c1cc(-c2ccc(N3CCOCC3)cc2)nn1-c1ccc(F)cc1,13%,?,1,-6%,9%[57.1 µM],i,11%,-19%,11%[57.1 µM]
O=C1COc2ccc(C(=O)COC(=O)Cn3cnc4ccccc43)cc2N1,3%,-1%,-2,1%,1%,-3%,51%[activator],10%,9%

Screening results: PubChem, National Center for Advancing Translational Sciences (NCATS)
